High-throughput results from PubChem.
EWS-Fli block: EWS/Fli transcriptional activity inhibition; A673 NR0B1-luciferase reporter, viability-normalised; inhibition, % at 12.6 µM; hit rate 0.67% among 350,000;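 active = mean inhibition of at least 50% after viability correction, with every replicate also passing that limit; inconclusive = mean reaches 50% but only one of two replicates passes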;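 also: firefly luciferase signal divided by Alamar Blue viability fluorescence both relative to DMSO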
CASP6 VEID inh: caspase-6 (human) enzyme inhibition. P55212. purified caspase-6, Z-VEID-R110 cleavage fluorescence. inhibition, % at 12.5 µM. hit rate 0.53% among 350,000. AID 686996;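 active = mean inhibition across replicates at least about 35%, with every replicate also reaching that limit, limit read from the data; inconclusive = only one of the two criteria met; inactive = neither criterion met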;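 also: 0% = median of neutral control wells and 100% = no fluorescence left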
Target sequence (P55212 24-179 limits assumed): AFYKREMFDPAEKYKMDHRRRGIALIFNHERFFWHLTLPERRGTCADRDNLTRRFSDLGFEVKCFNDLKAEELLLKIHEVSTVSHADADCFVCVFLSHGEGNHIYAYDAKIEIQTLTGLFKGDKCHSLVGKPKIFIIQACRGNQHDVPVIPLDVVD
Target sequence (P55212 194-293 limits assumed): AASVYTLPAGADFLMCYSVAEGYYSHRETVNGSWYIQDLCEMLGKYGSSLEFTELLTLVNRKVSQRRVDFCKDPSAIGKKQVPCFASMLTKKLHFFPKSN
ARNT-TACC3 inh: disrupts binding between human ARNT and TACC3. Q9Y6A5. AlphaScreen His-ARNT PAS-B/GST-TACC3 binding, luminescence; TACC3 fragment carries E629A point mutation. inhibition, % at 9.99 µM. hit rate 0.66% among 390,000. AID 623870;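 active = mean inhibition of replicates at least 50% and at least half of replicates each reaching 50%; inconclusive = half or more replicates reach 50% but mean below 50%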;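 also: 0% = complete ARNT plus TACC3 wells and 100% = ARNT alone without TACC3; many hits fall short of the cut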
LGR2 inh: inhibitors of bursicon-induced Drosophila LGR2 receptor cAMP signaling; HEK293 LGR2, CRE-luciferase, bursicon-stimulated, 4 h; inhibition, % at 9.99 µM; hit rate 0.35% among 380,000;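 active = drop in luminescence signal, shown as inhibition above about 50% in the replicate tests, limit read from the data, passing the limit was not always enough; inconclusive = probably only some replicates passing the limit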;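 also: agonist challenge used bursicon conditioned medium at about half maximal strength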
DENV2 CPE rescue: inhibitors of DENV2 cytopathic effect | CPE inhibition, % at 9.99 µM | DENV2-infected cells, cytopathic effect rescue, plate reader | hit rate 1.7% among 350,000; in the data active = CPE inhibition above about 20%, passing the limit was not always enough; inconclusive = no clear call, values can overlap the other calls; tested in BHK-21 cells;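 also: 0% = median of neutral control wells and 100% = median of positive control wells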
PAX8 inh HTS: lowers PAX8-driven luciferase in RMG-I cells. inhibition, % at 12.6 µM. AID 652154. RMG-I TPO-luciferase reporter, SteadyGlo, 24 h. hit rate 1.2% among 360,000;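 active = mean replicate inhibition at least 60% with every replicate also reaching 60%; inconclusive = only one of the two criteria is met; inactive = mean below 60% and not all replicates reaching 60%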;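 also: luciferase light reporting Pax8 driven TPO promoter activity; plate controls were median of neutral control wells for no effect and mitoxantrone controls for full effect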
SIRT5 block: blocks human SIRT5 desuccinylation of peptide. inhibition, % at 15 µM. Purified SirT5, succinyl-peptide AMC, trypsin-coupled fluorescence. hit rate 1.1% among 330,000; in the data active = inhibition above about 15%; inconclusive = no clear call, values can overlap the other calls
Target sequence (Q9NXA8 whole entry, looked up): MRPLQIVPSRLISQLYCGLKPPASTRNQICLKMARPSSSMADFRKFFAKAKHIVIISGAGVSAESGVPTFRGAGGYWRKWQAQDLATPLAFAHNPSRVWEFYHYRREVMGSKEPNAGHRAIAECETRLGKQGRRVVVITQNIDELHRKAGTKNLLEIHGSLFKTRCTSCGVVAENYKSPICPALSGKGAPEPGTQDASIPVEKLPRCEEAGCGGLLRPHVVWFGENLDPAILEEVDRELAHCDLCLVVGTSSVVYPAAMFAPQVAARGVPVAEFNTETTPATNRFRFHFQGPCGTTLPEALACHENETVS
* marks the source's active call; other numbers are inactive results; ? = inconclusive; . = not tested or not shown; & = joins results of further samples.

SMILES	PAX8 inh HTS	LGR2 inh	EWS-Fli block	SIRT5 block	DENV2 CPE rescue	ARNT-TACC3 inh	CASP6 VEID inh
CC(C)NC(=O)N1[C@@H](CO)[C@H](c2ccccc2)[C@@H]1CNC(=O)CN(C)C	-2	16	-7	.	-2	-10	.
CC(C)[C@H](NC(=O)[C@@H]1CSC2c3ccccc3C(=O)N21)C(=O)N1CCCCC1 (stereo partly specified)	8	-3	7	2	?	-6	5
CN1c2ccc(Br)cc2[C@@H]2[C@@H](CCN2S(=O)(=O)c2cccc(F)c2)[C@H]1CO	-1	-13	-7	-4	-9	-4	3
O=C1N=C(N2C=CC(=C3C=CNC=C3)C=C2)/C(=C/N=NC(=O)c2ccccc2O)S1	23	-5	.	12	-7	23	36*
COc1cc(-c2nnc(-c3cccnc3)o2)cc(OC)c1OC	.	-5	0	1	9	2	3
CCc1nnc(SCC(=O)Nc2ccc(N3CCN(S(C)(=O)=O)CC3)cc2)o1	-3	0	5	-2	-5	5	-2
C[C@@H]1CN([C@@H](C)CO)S(=O)(=O)c2ccc(C#CC3CC3)cc2O[C@@H]1CN(C)Cc1ccc(F)cc1	.	3	11	10	-6	9	-2
COCCN(C(=S)Nc1cccc(Cl)c1C)C(C)c1ccco1 (stereo unspecified)	-3	10	-3	0	-3	2	-1
O=C(COC(=O)CCOc1ccccc1)Nc1cc(S(=O)(=O)N2CCCCC2)ccc1Cl	0	11	-1	2	10	19	6
CC1CCC2(CC1)NC(=O)N(NC(=O)c1ccc(OC(C)C)cc1)C2=O (stereo unspecified)	-1	-1	4	-3	20	-4	-3
CCCOc1ccc(C2C(C(=O)/C=C/c3ccco3)=C(O)C(=O)N2CCN2CCOCC2)cc1OC (stereo unspecified)	3	-15	-4	-5	5	11	2
CCOC(=O)[C@]12CCCC=C1N(Cc1ccc(Cl)cc1Cl)C(=O)[C@H](CC(=O)NCc1ccc(C)o1)C2	21	21	15	-1	2	.	6
COC(=O)Cn1ccc2cc(S(=O)(=O)N3CCCCC3)ccc21	-2	0	1	-1	-7	3	1
COc1cccc(C(=O)NC(C)C(c2cccs2)N2CCOCC2)c1 (stereo unspecified)	-7	-4	-6	11	0	-4	-2
CCn1cc(C(=O)N[C@@H](CC(C)C)C(=O)NCCCn2ccnc2)c(=O)c2cc3c(cc21)OCO3	-18	-10	-3	1	2	-4	.

A portion from the list above, as a working copy:
SMILES	PAX8 inh HTS	LGR2 inh	EWS-Fli block	SIRT5 block	DENV2 CPE rescue	ARNT-TACC3 inh	CASP6 VEID inh
CC(C)NC(=O)N1[C@@H](CO)[C@H](c2ccccc2)[C@@H]1CNC(=O)CN(C)C	-2	16	-7	.	-2	-10	.
CC(C)[C@H](NC(=O)[C@@H]1CSC2c3ccccc3C(=O)N21)C(=O)N1CCCCC1 (stereo partly specified)	8	-3	7	2	?	-6	5
CN1c2ccc(Br)cc2[C@@H]2[C@@H](CCN2S(=O)(=O)c2cccc(F)c2)[C@H]1CO	-1	-13	-7	-4	-9	-4	3

Rewritten with values under each structure: entries from further up
Every second line gives: PAX8 inh HTS | LGR2 inh | EWS-Fli block | SIRT5 block | DENV2 CPE rescue | ARNT-TACC3 inh | CASP6 VEID inh
> CN1c2ccc(Br)cc2[C@@H]2[C@@H](CCN2S(=O)(=O)c2cccc(F)c2)[C@H]1CO
→ -1 | -13 | -7 | -4 | -9 | -4 | 3
> O=C1N=C(N2C=CC(=C3C=CNC=C3)C=C2)/C(=C/N=NC(=O)c2ccccc2O)S1
→ 23 | -5 | . | 12 | -7 | 23 | 36*
> COc1cc(-c2nnc(-c3cccnc3)o2)cc(OC)c1OC
→ . | -5 | 0 | 1 | 9 | 2 | 3
> CCc1nnc(SCC(=O)Nc2ccc(N3CCN(S(C)(=O)=O)CC3)cc2)o1
→ -3 | 0 | 5 | -2 | -5 | 5 | -2
> C[C@@H]1CN([C@@H](C)CO)S(=O)(=O)c2ccc(C#CC3CC3)cc2O[C@@H]1CN(C)Cc1ccc(F)cc1
→ . | 3 | 11 | 10 | -6 | 9 | -2
> COCCN(C(=S)Nc1cccc(Cl)c1C)C(C)c1ccco1 (stereo unspecified)
→ -3 | 10 | -3 | 0 | -3 | 2 | -1
> O=C(COC(=O)CCOc1ccccc1)Nc1cc(S(=O)(=O)N2CCCCC2)ccc1Cl
→ 0 | 11 | -1 | 2 | 10 | 19 | 6

Additional records:
SMILES	PAX8 inh HTS	LGR2 inh	EWS-Fli block	SIRT5 block	DENV2 CPE rescue	ARNT-TACC3 inh	CASP6 VEID inh
CCCC(=O)Nc1ccc2c(c1)C(=O)N(C)[C@@H]1CC[C@@H](CC(=O)NCCCN(C)C)O[C@H]1CO2	-48	12	-17	2	16	-15	-2
Cc1cc(C)cc(NC(=O)c2ccc(CNc3c(N4CCCC4)c(=O)c3=O)cc2)c1	2	-10	0	2	-1	9	2
CCOC(=O)c1c(-c2ccc(F)cc2)csc1NC(=O)CN1C(=O)NC2(CCCCC2C)C1=O (stereo unspecified)	99*	2	22	-3	0	-4	0
COc1cccc(C(=O)NC(=S)Nc2ccc([N+](=O)[O-])cc2C)c1	-11	-30	.	.	.	4	.
C[C@@H]1CN([C@H](C)CO)C(=O)CCCn2cc(nn2)CO[C@H]1CN(C)S(=O)(=O)c1ccccc1F	-3&-16	-5&0	-8&1&-1	-5&-8&-4	0&0&-16	-14&-6	-1&0&1
Cc1cc(O)c(-c2cc(C(=O)NCCc3ccc(S(N)(=O)=O)cc3)[nH]n2)cc1C	22	-16	9	-1	.	6	-4
COc1ccc(S(=O)(=O)N2CCCCCC2)cc1C(=O)N(C)CC(=O)Nc1ccccc1Cl	13	-7	7	0	-4	2	2
COc1ccc(-n2cc(CNCCN3CCOC3=O)c(-c3ccccc3Cl)n2)cc1	-6	-10	7	-4	11	-1	-1
COc1ccc(C#Cc2ccc3c(c2)[C@H]2[C@H](CCN2C(=O)C2CCC2)[C@H](CO)N3)cc1	.	8	4	0	-2	.	-2
COc1ccccc1CN1C[C@@H]2C[C@@H](c3ccc(C)cc3)N3CCC[C@@]23C1=O	23	9	1	-2	0	1	-2
COc1ccc(S(=O)(=O)N2CCCCN3[C@H](C2)[C@H](c2ccc(C#CC4CC4)cc2)[C@@H]3CO)cc1	37	32	6	15	-10	14	6
Cc1ccccc1-c1cc2nc(NCCOc3ccccc3)n(C)c(=O)c2s1	20	-3	-1	-1	8	.	-1
CO[C@@H]1CN(C)C(=O)c2cc(NC(=O)C3CC3)ccc2OC[C@H](C)N(C(=O)C2CCCCC2)C[C@H]1C	.	13	3	-3	-1	-5	.
Cc1ccc(C(Nc2ccccc2)c2ccc3ccc(C)nc3c2O)c(C)c1 (stereo unspecified)	-12	-87	-59	-1	12	.	-1
C/C=C\C=C/C(=O)Nc1cccc(C2=NOC3(C2)C[C@@H](C(N)=O)N(C(=O)COc2ccc(Cl)cc2)C3)c1 (stereo partly specified)	-5	5	-12	0	?	0	4
CCCN1[C@@H]2c3ccc(-c4cccc(OC)c4)c(=O)n3C[C@H]1[C@H](CO)[C@H]2C(=O)NCC	.	-5	2	-2	2	-9	1
Cc1ccc(S(=O)(=O)Nc2ccc3c(c2)C(=O)N([C@H](C)CO)C[C@H](C)[C@@H](CN(C)S(=O)(=O)c2ccccc2)O3)cc1	-20	6	0	0	39*	-2	-1
CCN(CC)S(=O)(=O)c1cc(NC(=O)C(C)Nc2ccccc2N2CCOCC2)ccc1C (stereo unspecified)	21	25	7	-4	-2	5	1
COc1ccc(NC(=O)Nc2cccc3c2O[C@@H](CN(C)Cc2ccncc2)[C@@H](C)CN([C@H](C)CO)C3=O)cc1	-6	4	3	-3	.	-10	3
COC(=O)c1ccc(NC(=O)Cn2c([N+](=O)[O-])cnc2C)cc1	29	4	14	-8	1	0	-1
CCN1[C@@H]2c3ccc(-c4ccccc4)c(=O)n3C[C@@H]2[C@@H](CO)[C@@H]1C(=O)NCc1ccccc1	.	-9	5	22*	-3	-4	1
Oc1c(N=NC(=S)Nc2ccccc2F)c2ccccc2n1Cc1ccccc1Cl	23	-10	44	-2	-1	2	-6
COc1ccc(CN(C)C[C@@H]2OCCCC[C@H](C)Oc3ccc(NC(=O)CCCN(C)C)cc3C(=O)N([C@H](C)CO)C[C@@H]2C)cc1	-5	-13	-9	-6	-2	-1	1
C[C@H](CO)N1C[C@H](C)[C@@H](CN(C)CC2CC2)OCCCC[C@H](C)Oc2ccc(NC(=O)Nc3ccc(C(F)(F)F)cc3)cc2C1=O	-10	18	4	.	-3	4	.
O=C(Nc1nnc(-c2ccc(Cl)cc2)o1)c1cccc(N2C(=O)CCC2=O)c1	-4	-9	.	.	.	18	.
COc1ccccc1CNC(=O)C[C@H]1CC[C@H]2[C@@H](COC[C@@H](O)CN2C(=O)Nc2ccccc2)O1	-16	-4	6	0	?	11	-1
COc1cccc(-c2ccc3n(c2=O)C[C@H]2[C@H](CO)[C@@H](C(=O)NC4CCC4)N(S(C)(=O)=O)[C@@H]32)c1	0	2	0	-14	0	-18	0
CC(=O)N(c1cccc(C)c1)S(=O)(=O)c1ccc(Cl)cc1	3	7	-1	-4	1	-3	-1
CN(CCO)C(=O)CCC(=O)Nc1ccc(S(N)(=O)=O)cc1	.	6	4	1	8	7	2
C[C@@H]1CN([C@@H](C)CO)C(=O)c2cc(NS(=O)(=O)c3ccccc3)ccc2O[C@@H]1CN(C)S(=O)(=O)c1cccs1	-3	-11	7	-1	-3	4	2
O=C(O)c1ccc(NCc2ccc(Br)cc2)cc1	-10	.	6	0	-10	-5	0
Cc1cc(=O)[nH]c(SCC(=O)NNC(=O)Cc2ccccc2)n1	-3	-3	-2	.	2	-6	-4
O=C(O)C(Cc1c[nH]c2ccccc12)N1C(=O)C2C3c4ccccc4C(c4ccccc43)[C@@H]2C1=O (stereo partly specified)	19	-6	15	2	18	-3	11
O=C(Nc1ccc(NC(=O)c2cccnc2Cl)cc1)c1cccc(Cl)c1	-61	-24	-74	-3	-2	12	1
C[C@H](CO)N1C[C@H](C)[C@H](CN(C)Cc2ccccn2)Oc2cc(-c3cccc(C#N)c3)ccc2S1(=O)=O	-16	7	-13	1	2	1	0
CN(CC(=O)Nc1cccc(F)c1)C(=O)CCc1nc2sc3c(c2c(=O)[nH]1)CCCC3	.	23	-30	-4	-1	2	10
COc1ccc(S(=O)(=O)Nc2ccc3c(c2)[C@@H]2C[C@H](CC(=O)NCC4CC4)O[C@@H](CO)[C@@H]2O3)cc1	16	-6	7	1	0	1	3
Cc1c(Nc2c3ccccc3nc3ccccc23)c(=O)n(-c2ccccc2)n1C	-7	-16	9	-2	3	-8	5
C[C@H](CO)N1C[C@H](C)[C@H](CN(C)Cc2ccc(C(=O)O)cc2)OCCCC[C@H](C)Oc2ccc(NC(=O)NC3CCCCC3)cc2C1=O	-5	-8	-11	1	9	12	-1
O=C1/C(=N\S(=O)(=O)c2cccs2)C([n+]2ccc(CCCc3ccccc3)cc2)=C([O-])c2ccccc21	8	.	4	0	-5	.	4
COc1cccc(C(=O)NNS(=O)(=O)c2ccc(C)cc2)c1	21	6	11	-3	4	-10	-3
COc1ccc(NC(=O)CN(C)C(=O)/C=C/c2ccc(S(=O)(=O)N3CCCCCC3)cc2)cc1	3	8	12	1	?	-1	-9
CC(C)N1CCN(Cc2ccoc2)CC1CCO (stereo unspecified)	12	17	11	-3	8	11	-2
O=C(COC(=O)C1CCC1)NCc1ccc(F)cc1	-5	6	1	-4	5	-2	4
Cc1ccc(C(=O)Nc2ccccc2N2CCCC2)cc1S(=O)(=O)N1CCOCC1	24	8	10	0	4	12	-88
O=C(CC1CC1)N1CC2(C1)[C@H](c1ccccc1)[C@H](CO)N2Cc1ccccn1	-3	-8	0	-4	23*	.	.
